Compound activity as filed in PubChem.
PI5P4Ka inh = blocks human PI5P4K alpha kinase activity; P48426; max response, %; AID 652105; PI5P4Kalpha enzyme, ADP-Glo luminescence, 60 min; active compounds read low; actives 1.2% (n = 330,000); active = max response of -50% or lower; inconclusive = between -30% and -50%; inactive = -30% or higher; also: value at the top dose of about 77 µM; % is scaled to controls: 0 for no effect and ±100 for the full control effect
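Controls without substrate or without enzyme flank wells where PI5P4Kalpha converts substrate using 5 microM ATP (final). Incubation lasts 60 minutes at room temperature; ADP formed is read by ADP-Glo luminescence.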
aSyn rescue = alpha-synuclein toxicity inhibition in yeast | AID 652106 | actives 0.14% (n = 370,000) | Potency, µM (doses to about 46.1 µM), for inactives: at the top dose growth rescue (activation), most hits filed as activators | Yeast expressing alpha-synuclein, growth rescue, BacTiter-Glo, 24 h; also: potency is read from the fitted curve at half-maximal effect; % of control where 0% means no effect; nearly all actives have a fitted effect of over 65% in size
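Galactose-induced alpha-syn yeast (OD600=0.02, raffinose-pregrown) + pinned cpd, 24 hr, 30 deg C; growth by BacTiter-Glo luminescence. Growth restoration scores as activation.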
Abeta rescue = compounds reversing amyloid beta toxicity in yeast | actives 0.063% (n = 410,000) | yeast expressing A-beta42, growth rescue, OD600, 48 h; response scale: 0% DMSO, 100% iron-clioquinol control | Potency, µM (highest dose often 46.1 µM), for inactives: at the top dose growth rescue, usual class: activators; also: potency is read from the fitted curve at half-maximal effect; nearly all actives have a fitted effect of over 55% in size
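Yeast A-beta toxicity model in growth medium with pinned compounds, 48 h at 30 C; growth read as absorbance at 600 nm. Normalized to FeCl3/clioquinol equimolar mix (positive) and DMSO (negative).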
FUS yeast rescue = rescues growth of FUS-expressing yeast; S. cerevisiae FUS-expressing, growth rescue, OD600, 24 h; Potency, µM (series often up to 76.6 µM), for inactives: at the top dose growth rescue (activation), most hits filed as activators; actives 0.24% (n = 390,000); AID 1347120;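 also: potency is read from the fitted curve at half-maximal effect; plate controls were DMSO vehicle for no effect and reference control for full effect; nearly all actives have a fitted effect of over 55% in size; some results filed as inactive show a strong effect at the top dose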
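Yeast FUS proteinopathy model; galactose-induced FUS (2%), starting OD 0.005. Cpds in dilution series, 24hr, 30C, 99% humidity. Abs 600 nm growth. Pos ctrl CP55940 (top 92uM final); neg ctrl DMSO.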
EPAC1 agonist = agonists of human EPAC1; EPAC1 agonist qHTS, biochemical assay; response scale: 100% = response to 6.5 mM cAMP; Potency, µM (highest dose often 154 µM), for inactives: at the highest dose activation, hits mostly activators; actives 0.073% (n = 360,000); also: potency is read from the fitted curve at half-maximal effect; nearly all actives have a fitted effect of over 60% in size
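Compounds were pinned as a concentration titration into mixtures of EPAC1 (100 nM), BODIPY-GDP-loaded Rap1B (250 nM) and GDP (50 uM). After 5 min at room temperature, fluorescence was followed for 30 min; activity was scaled to 6.5 mM cAMP.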
IL-2 act = IL-2 activation. actives 0.065% (n = 360,000). activation, % (series mostly up to about 46 µM). IL-2 activation reporter assay, cell-based qHTS; stimulated with anti-CD3/CD4/CD28 beads; in transgenic mouse T cells. AID 652025; in the data active = activation above about 50%; inconclusive = mostly about 30% to 49%; also: 0% is about no effect
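Readout is EGFP and DsRed signal by fluorescent plate cytometry after 18 h at 37 degrees C. Transgenic mouse T cells (750/well) received compound for 60 min before bead stimulation (anti-CD3, anti-CD4, anti-CD28); memory T cells served as non-tolerant control.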
PLK1 PBD inh = inhibitors of human PLK1 polo-box domain binding; P53350; Plk1 PBD binding of FITC phosphopeptide, fluorescence polarization; Potency, µM, for inactives: max response, negative = inhibition, actives largely listed as inhibitors; actives 2.8% (n = 360,000); AID 720504; also: potency is read from the fitted curve at half-maximal effect; series mostly up to about 57 µM; % is scaled to controls: 0 for no effect and ±100 for the full control effect; nearly all actives have a fitted effect of over 65% in size
Target sequence (P53350 whole entry, looked up, the tested form may be a part): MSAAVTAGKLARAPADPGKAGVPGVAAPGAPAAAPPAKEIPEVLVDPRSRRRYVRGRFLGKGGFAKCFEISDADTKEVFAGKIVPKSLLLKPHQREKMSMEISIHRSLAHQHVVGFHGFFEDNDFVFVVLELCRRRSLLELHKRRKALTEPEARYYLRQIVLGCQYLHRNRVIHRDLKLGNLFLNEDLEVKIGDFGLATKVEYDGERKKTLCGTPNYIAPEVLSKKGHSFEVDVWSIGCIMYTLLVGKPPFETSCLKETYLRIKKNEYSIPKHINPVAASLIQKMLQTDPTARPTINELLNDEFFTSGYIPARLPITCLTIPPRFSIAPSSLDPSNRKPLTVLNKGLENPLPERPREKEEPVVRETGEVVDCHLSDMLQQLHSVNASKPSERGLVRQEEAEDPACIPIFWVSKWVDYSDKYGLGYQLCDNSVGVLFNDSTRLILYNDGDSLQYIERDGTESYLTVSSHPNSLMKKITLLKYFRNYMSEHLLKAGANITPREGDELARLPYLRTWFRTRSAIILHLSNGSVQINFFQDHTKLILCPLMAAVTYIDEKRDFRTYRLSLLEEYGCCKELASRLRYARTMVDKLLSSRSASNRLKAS
EPAC1 antagonist = EPAC1 (human) antagonism; O95398; EPAC1 GEF assay, Rap1b-BODIPY-GDP exchange fluorescence; Potency, µM (titrated, usually from 115 µM), for inactives: at the highest dose activity change, negative = inhibition, actives largely listed as inhibitors; actives 0.14% (n = 360,000); AID 720709;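 also: potency is read from the fitted curve at half-maximal effect; plate controls were vehicle for no effect and positive control for full effect; nearly all actives have a fitted effect of over 50% in size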
WRN helicase inh = WRN helicase (human) inhibition. Q14191. WRN helicase unwinding, fluorescent forked duplex, kinetic. Potency, µM (titrated, usually from 114 µM), inactives show top-dose activity change, negative = inhibition, usual class: inhibitors. actives 0.46% (n = 360,000). AID 651768; also: potency is read from the fitted curve at half-maximal effect; % is scaled to controls: 0 for no effect and ±100 for the full control effect; nearly all actives have a fitted effect of over 55% in size
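WRN at 20 nM final was preincubated with compound for 15 min at room temperature; reaction started with 100 nM forked duplex oligonucleotide carrying fluorophore and quencher plus 2 mM ATP (final). Unwinding followed kinetically by red fluorescence (ex 525/em 598 nm).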
* marks the source's active call; other numbers are inactive results; ? = inconclusive; · = not tested or not shown; [ ] = another dose, or the depositor's remark. Unless noted, calls follow the shape of the dose curve; as a rule, active = well fitted curve in the direction sought with a large enough effect; inconclusive = small, poorly fitted or top-dose-only effect, or another doubt; inactive = no such curve, though single readings can be large; an effect the other way counts as inactive or inconclusive. Rows were taken by chance. About 4.1% of those tested had a hit in this group.

SMILES	PI5P4Ka inh	aSyn rescue	Abeta rescue	FUS yeast rescue	EPAC1 agonist	IL-2 act	PLK1 PBD inh	EPAC1 antagonist	WRN helicase inh
O=C(OCc1ccc(Cl)c(Cl)c1)c1cnccn1	12	1%	3%	3%	0%	0.9	1%	15%	-1%
CCOC(=O)C(C)Sc1nc2c([nH]c3ccccc32)c(=O)n1C (stereo not given)	·	-2%	-25%	15%	8%	1.5	-9%	19%	-5%
CN(C)c1nc2c(cnn2C)c(=O)[nH]1	0	-3%	-8%	13%	-5%	-0.5	0%	-3%	1%
COc1ccc(Cc2nnc(SCC(=O)Nc3ccc(C)cc3C)[nH]c2=O)cc1	3	1%	-7%	16%	8%	0.0	-12%	2%	-10%
CCOC(=O)C1=C(N)OC2=C(C(=O)CC(C)(C)C2)C1c1ccc(C)s1 (stereo not given)	-9	0%	-3%	0%	-5%	3.1	-3%	-15%	-26%
Cc1cc2nn(-c3cccc4ccccc34)nc2cc1N	5	-7%	12%	40%	-2%	0.2	?	7%	-1%
COc1ccc(N2CCN(C(=O)c3sc4nc(-c5ccc(F)cc5)cn4c3C)CC2)cc1	3	-1%	0%	-18%	-9%	1.6	2%	?	0%
Cc1ccccc1NC(=O)COc1coc(CN2CCN(Cc3ccccc3)CC2)cc1=O	3	-5%	-9%	18%	1%	-4.7	-15%	-4%	-9%
N#CC1=C(N)C2=CCCC[C@H]2[C@H](c2ccccc2)C1(C#N)C#N	-2	10%	0%	·	18%	2.2	-27%	-15%	?
Cc1ccc(CCC(=O)Nc2ccc(CC(=O)O)cc2)o1	-24	13%	4%	-6%	1%	-0.1	12µM*	3%	2%
O=C(COC(=O)c1cccc(Cl)c1Cl)NCCN1C(=O)CSC1=O	-2	-6%	13%	·	2%	0.3	-6%	4%	3%
COc1ccc(C2=NOC(Cn3nc(C(=O)NCC4CC4)cc3-c3ccccc3)C2)cc1 (stereo not given)	0	-7%	-3%	34%	0%	-0.6	-13%	-7%	3%
O=C1NC(=S)S/C1=C\c1cccc([N+](=O)[O-])c1	-65*	-6%	2%	-4%	-5%	0.5	-30%	?	-7%[11.6 µM]
Cc1cccc(NC(=O)CN2C(=O)COc3ccc(Cl)cc32)c1	-3	-12%	0%	·	-2%	1.0	-7%	-5%	8%
O=C(c1ccc(F)cc1)N1CCN(c2ccccn2)CC1	-9	-3%	-2%	-16%	-6%	-1.5	2%	5%	11%
C=CC[C@H]1C(C(=O)OCC)=CC[C@@H](c2ccccc2)N1S(=O)(=O)c1ccc(C)cc1	1	-1%	-1%	33%	-7%	0.1	0%	-11%	-9%
COc1ccc(Nc2nc(N)c([N+](=O)[O-])c(NCCO)n2)cc1	?	-5%	-14%	4%	1%	-0.9	6%	-12%	-35%
Cc1cc(C)cc(NC(=O)Nc2ccc(S(=O)(=O)Nc3cc(C)on3)cc2)c1	-2	-7%	1%	?	4%	-3.7	1%	-4%	2%
NC(=O)C1C2C=CC(C2)C1c1ccccc1 (stereo not given)	3	8%	15%	-3%	-2%	0.2	-4%	11%	4%
CC(C)Oc1cccc(C2NC(=O)c3ccccc3O2)c1 (stereo not given)	1	0%	22%	7%	-2%	-0.5	?	2%	-5%
O=C(OCC(=O)c1ccc(Cl)cc1Cl)c1ccccn1	1	8%	-6%	-20%	4%	0.3	-3%	-3%	-2%
CCOc1ccc(-n2nnnc2-c2nc3ccccc3s2)cc1	15	-3%	-3%	·	3%	-0.3	-9%	-14%	-27%
CC(=O)c1cccc(NC(=O)CN(c2ccc(C)cc2)S(=O)(=O)c2cccc3nonc23)c1	-1	6%	-4%	22%	5%	0.7	2%	-3%	-12%
COc1cc(NC(=O)c2cccs2)c(OC)cc1NC(=O)c1cccs1	-12	-7%	21%	5%	-6%	4.0	-1%	-11%	-22%
COc1ccc(NC(=O)c2cncc(Br)c2)cc1S(=O)(=O)N1CCCCC1	-3	0%	-2%	·	0%	-0.4	-14%	-24%	-27%
COc1ccc2c(c1)-c1ccccc1S(=O)(=O)N2C(C)=O	·	-49%[inhibitor]	-58%[inhibitor]	40%	-12%	0.9	27µM*	19%	-6%
O=C(NCc1ccco1)c1cc2cc3ccc(Cl)cc3nc2o1	-18	14%	7%	39%	4%	0.0	-16%	-5%	-10%
Cn1nnnc1SCC(=O)N1c2ccccc2Sc2ccc(Cl)cc21	-5	5%	28%	14%	5%	-2.0	-21%	-6%	-6%
c1cn(CC2(Cn3ccnc3)COC2)cn1	1	3%	0%	-8%	4%	1.7	-13%	-14%	6%
CCOP(=O)(OCC)c1nc(-c2cccc([N+](=O)[O-])c2)oc1N1CCCCC1	1	8%	-1%	2%	4%	-3.7	-8%	11%	2%
CCOc1ccc(-c2cn3ccccc3n2)cc1	-25	-37%[inhibitor]	-41%[inhibitor]	17%	-4%	-0.9	-13%	-17%	-12%
CC1(C)Cc2c(sc(NC(=O)C(=O)NCCCN3CCOCC3)c2C(N)=O)CO1	13	-1%	-1%	-3%	-5%	-2.5	-29%	8%	6%
Cc1c(C)n(CC(O)CN2C(=O)c3ccccc3S2(=O)=O)c2ccccc12 (stereo not given)	-10	?	-25%	?	29%	-1.9	-6%	2%	-2%
CCOC(=O)N1CCN(C(=O)C2CCN(C(=O)c3cc(OC)cc(OC)c3)CC2)CC1	0	3%	-6%	·	-8%	0.5	-2%	-16%	6%
CC1(C)CC(=O)C2=C(C1)c1c(ccc3ccccc13)NC2c1ccc(OCC(=O)O)cc1 (stereo not given)	-1	0%	-1%	15%	3%	-0.1	?	-10%	-2%
CCOc1ccc(N(CC(=O)Nc2ccccc2C(=O)N2CCOCC2)S(=O)(=O)c2ccc(F)cc2)cc1	-3	10%	0%	·	-6%	0.5	-3%	-2%	4%
CC(C)N(Cc1ccccc1)S(=O)(=O)N(C)C	8	2%	9%	1%	-11%	1.1	-3%	4%	3%
O=Cc1ccc(-n2nncc2-c2ccc([N+](=O)[O-])cc2)cc1	?	3%	-16%	18%	0%	-0.5	-14%	-12%	-20%
CCCCN(C=O)c1c(CC)nc2ccc(C(=O)Nc3cc(-c4ccccc4)ccc3OC)cn12	-10	9%	-8%	?	-5%	-0.9	-12%	-22%	9%[57.1 µM]
COc1cc2[nH]c(=O)n(Cc3ccccc3Cl)c(=O)c2cc1OC	1	0%	1%	34%	-4%	0.4	-10%	-13%	3%
CCc1ccc(OCCCC(=O)Nc2nccs2)cc1	1	7%	11%	26%	1%	3.2	-10%	8%	0%
O=C(Nc1cnccn1)Nc1ccccc1F	0	6%	7%	21%	-10%	-1.9	-1%	-7%	6%
Cc1cccc(C(=O)NCCCNC(=O)c2cccc(C)c2)c1	-2	2%	-3%	9%	0%	-1.7	1%	9%	-4%
O=C(c1ccco1)N1CCN(C(=O)N2CCOCC2)CC1	·	1%	13%	-3%	4%	1.4	-5%	-5%	-7%
c1ccc2c(c1)-c1cccc3cncc-2c13	2	?	7%	1%	-3%	-0.6	1%	0%	0%[11.6 µM]
CN(CC(=O)Nc1ccc(F)cc1)C(=O)CSc1nncs1	-1	-1%	-7%	2%	0%	0.3	-1%	6%	1%
CCCCSCCCNC(=O)C1CCC(CNS(=O)(=O)c2ccc(NC(C)=O)cc2)CC1 (stereo not given)	-1	-4%	11%	8%	-2%	4.2	-15%	-8%	-1%[57.1 µM]
O=C(NNC(=O)c1cccnc1)NC12CC3CC(CC(C3)C1)C2	0	2%	1%	·	-3%	0.9	-9%	-6%	6%
O=C(Nc1ccc2c(c1)OCCO2)C(c1ccnc2ccccc12)N1CCC(Cc2ccccc2)CC1 (stereo not given)	2	-14%	8%	?	5%	-0.2	-7%	-2%	-2%
Cc1cc(N2CCCCC2)nc(N2CCCCC2)n1	0	-3%	5%	-31%	6%	-1.5	-4%	6%	2%
